# Screening results from PubChem BioAssay.
# thrombin 1536: human alpha-thrombin inhibitors, primary screen, counter-screen for coagulation protease inhibitor project, biochemical, 1536-well, fluorogenic AMC substrate; Prothrombin (Homo sapiens), P00734; Boc-VPR-AMC fluorogenic substrate cleavage; inhibition, % at 5 µM; 220,000 tested, 0.26% active; AID 1046, 2008;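 active = inhibition at or above 40%; inactive = inhibition below 40%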;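 also: 0% = enzyme with no compound and 100% = wells without enzyme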
#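 Test system: human alpha-thrombin protein / Dosing: one concentration per compound, 5 µM, with 0.2% DMSO / Medium: pH 7.5 Tris-saline with Tween 20 / Benchmarks: no-compound enzyme wells and no-enzyme blanks / Read-out basis: percent inhibition of thrombin substrate cleavage / Timing: reaction at room temperature / Measured by: fluorescence, ex 355 nm, em 460 nm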
# Cl transport mod: KCC2 cotransporter modulators, thallium flux, primary screen, cell-based, HEK293 KCC2, FluoZin-2 fluorescence, MLSMR; KCC2 cells, thallium flux FluoZin-2 fluorescence; 190,000 tested, 2.2% active; B-score of Tl+ flux slope (higher = more flux/activation; lower = inhibition) at 10 µM;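 active = thallium flux slope and its plate-corrected score both differing from the plate sample mean at a set confidence after two filtering rounds, in either direction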;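 also: slope of fluorescence scaled to starting intensity during 10 to 20 s after thallium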
# Target sequence (Q9H2X9 whole entry, looked up): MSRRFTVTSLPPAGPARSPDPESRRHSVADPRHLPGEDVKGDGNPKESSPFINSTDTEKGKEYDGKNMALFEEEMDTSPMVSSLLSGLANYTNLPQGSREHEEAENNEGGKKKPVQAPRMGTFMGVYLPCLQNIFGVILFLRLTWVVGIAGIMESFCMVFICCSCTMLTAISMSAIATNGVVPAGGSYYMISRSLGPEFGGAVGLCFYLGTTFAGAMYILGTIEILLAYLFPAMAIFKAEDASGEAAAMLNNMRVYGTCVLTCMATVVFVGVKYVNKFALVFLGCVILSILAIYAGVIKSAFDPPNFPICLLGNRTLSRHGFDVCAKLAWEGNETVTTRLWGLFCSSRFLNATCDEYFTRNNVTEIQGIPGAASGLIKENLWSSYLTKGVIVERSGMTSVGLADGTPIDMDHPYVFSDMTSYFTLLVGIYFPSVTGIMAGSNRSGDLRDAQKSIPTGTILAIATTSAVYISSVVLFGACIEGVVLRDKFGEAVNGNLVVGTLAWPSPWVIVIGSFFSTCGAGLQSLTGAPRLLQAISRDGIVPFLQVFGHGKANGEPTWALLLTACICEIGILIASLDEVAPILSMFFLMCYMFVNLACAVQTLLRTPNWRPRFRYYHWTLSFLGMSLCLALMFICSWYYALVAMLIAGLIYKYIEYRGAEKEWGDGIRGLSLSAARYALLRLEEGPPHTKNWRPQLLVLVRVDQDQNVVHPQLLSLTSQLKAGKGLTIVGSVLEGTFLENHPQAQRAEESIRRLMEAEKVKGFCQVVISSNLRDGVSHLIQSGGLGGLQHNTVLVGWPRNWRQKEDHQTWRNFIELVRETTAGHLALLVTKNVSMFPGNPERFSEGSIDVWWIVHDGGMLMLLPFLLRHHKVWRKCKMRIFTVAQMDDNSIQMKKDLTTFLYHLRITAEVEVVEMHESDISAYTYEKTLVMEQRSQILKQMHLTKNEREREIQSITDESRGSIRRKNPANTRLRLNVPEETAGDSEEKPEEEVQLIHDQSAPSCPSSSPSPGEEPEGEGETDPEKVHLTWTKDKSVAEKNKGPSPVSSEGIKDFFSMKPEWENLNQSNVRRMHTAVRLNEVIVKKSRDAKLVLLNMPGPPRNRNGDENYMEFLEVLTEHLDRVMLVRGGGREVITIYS
# FXIa inh 1536: human FXIa protease inhibitors, primary screen, biochemical, 1536-well. 220,000 tested, 0.14% active. purified FXIa, Boc-Glu-Ala-Arg-AMC fluorogenic substrate. AID 798, 2007. Coagulation factor XI (Homo sapiens), P03951. inhibition, % at 5 µM;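 active = inhibition of at least 40%; inactive = inhibition below 40%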;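 also: fluorescence of freed AMC excited at 355 nm; 0% = enzyme without compound and 100% = no enzyme blank; many of its hits are not listed in these tables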
# zVAD death inh: inhibitors of zVAD-triggered necroptosis, primary screen, L929 cells. L929 zVAD necroptosis rescue, ATP luminescence, 24 h; with zVAD 60 µM. viability rescue, % at 10 µM. 220,000 tested, 0.38% active. AID 1377, 2008;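 active = activation, scaled between plate controls, above about 75%, limit read from the data; inactive = activation under that limit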;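 also: 0% = zVAD with DMSO and 100% = DMSO alone without zVAD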
# TNF necrop inh: inhibitors of TNF-alpha triggered necroptosis, primary screen, cell-based, Jurkat FADD-/-, single concentration; 220,000 tested, 0.068% active; Jurkat FADD-/- TNF necroptosis rescue, ATP luminescence, 24 h; 0 = TNF only, 100 = no-TNF cells; activation (protection from cell death), % at 10 µM;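 active = activation, meaning protection from cell death, of at least 50% relative to plate controls; inactive = activation below 50%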;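 also: necroptosis triggered by 40 ng/mL TNF-alpha added together with compound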
# Hck-Nef inh: inhibitors of Nef-activated human Hck kinase, primary screen, biochemical, Z-Lyte FRET, 384-well, Hck-YEEI; Tyrosine-protein kinase HCK (Homo sapiens), P08631; Recombinant Hck-YEEI plus Nef, Z-Lyte FRET kinase assay; inhibition, % at 20 µM; 220,000 tested, 0.68% active;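 active = Hck-Nef kinase inhibition above about 50%, limit read from the data; inactive = inhibition below that limit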;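 also: 0% = DMSO with Hck plus Nef and 100% = Hck alone without Nef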
# FXIIa inh 1536: human FXIIa protease inhibitors, primary screen, biochemical, 1536-well | inhibition, % at 5 µM | purified FXIIa, Boc-QGR-AMC fluorogenic substrate, 2 h | 220,000 tested, 0.3% active | Coagulation factor XII (Homo sapiens), P00748; in the data active = inhibition above about 40%;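 also: 0% = enzyme with no compound and 100% = blank without enzyme; many of its hits are not listed in these tables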
# KLK5 inh: human KLK5 protease inhibitors, primary screen, biochemical, 1536-well | Kallikrein-5 (Homo sapiens), Q9Y337 | recombinant hK5, fluorogenic AMC substrate cleavage | inhibition, % at 5 µM | 210,000 tested, 0.59% active;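 active = inhibition of 40% or more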;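 also: 0% = enzyme controls without compound and 100% = no-enzyme blanks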
# Rad51 HR inh: human RAD51 strand exchange inhibitors, primary screen, biochemical, fluorescence; DNA repair protein RAD51 homolog 1 (Homo sapiens), Q06609; hRad51 DNA strand exchange, fluorescence dequenching; inhibition, % at 10 µM; 200,000 tested, 0.085% active; AID 1385, 2008;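 active = inhibition above 40% at the single screening dose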;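 also: 0% = DMSO control wells and 100% = blanks with heterologous ssDNA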
#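 material = hRad51 filaments on single-stranded DNA | timing = filaments 15 min 37 °C, then compound 30 min | signal = FRET fluorescence dequenching, excitation 485 nm, emission 520 nm | benchmarks = control wells and blank wells on each plate | evaluation = percent inhibition relative to plate controls and blanks | compound = 10 µM final, single point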
# * marks the source's active call; other numbers are inactive results; x = no result given.
# Sequence of screens – FXIIa inh 1536, Cl transport mod, Rad51 HR inh, thrombin 1536, KLK5 inh, zVAD death inh, TNF necrop inh, FXIa inh 1536, Hck-Nef inh
Cn1c(=O)c2c(nc(N3CCN(c4ccccn4)CC3)n2Cc2ccc(Cl)cc2Cl)n(C)c1=O
 : 10, 0.5, x, -4, 4, 0.4, 0.1, -6, 1
C#CC[N+](C)(C)CC#Cc1ccccc1
 : 6, 0.85, -2, -4, 3, 2.9, 1.6, 0, 23
O=C(CCCCn1c(=O)[nH]c2ccsc2c1=O)NCC1CCCO1 (stereo not drawn)
 : 5, 0.77, 7, 12, -18, 5.9, 1.9, 6, -7
CCN(CC(=O)Nc1ccc(NC(C)=O)cc1)C(=O)C(c1ccccc1)c1ccccc1
 : -1, -0.89, -2, -3, 5, 0.2, -0.4, 4, 5
COc1ccc(Nc2nc(C)nc3sc4c(c23)CCC4)cc1O
 : -4, -0.59, 5, 5, -14, 1.2, -4.5, 9, 24
COc1cc2c(cc1OC)-c1cc(Nc3ccccc3)nc(=O)n1CC2
 : 3, -0.59, 16, -9, -1, 1.9, -2.3, -1, 19
CCOC(=O)C1(Cc2ccc(Cl)cc2)CCN(C(=O)C2CCCO2)CC1 (stereo not drawn)
 : 4, 0.12, 20, -1, x, 0.1, 0.0, 0, -4
Cc1ccc(NC(=O)CSc2nnc(CN3CCOCC3)n2-c2ccccc2)cc1
 : 15, -0.86, -1, 2, -5, 0.9, -1.4, 2, 1
COc1ccc(NC(=O)CS(=O)CC(=O)Nc2cc(Cl)ccc2OC)cc1 (stereo not drawn)
 : 5, 0.28, -1, -3, -9, -0.1, -1.6, -1, 1
CCOC(=O)c1c(NC(=O)CNCCOC)sc2c1CCCC2
 : 2, 0.093, 6, 0, -15, -0.2, 0.5, -3, -4
C[C@H](NC(=O)c1nc[nH]c1C(=O)N[C@H](C)c1ccccc1)C(=O)OCc1ccccc1
 : 6, -1.6, 10, 2, 0, -0.1, 2.3, 2, 21
OCCNC(=S)NCc1ccccc1
 : 8, 1.7, 3, -1, -2, 0.4, 5.4, 11, -16
CCOC(=O)c1ccccc1NC(=O)CN1C(=O)CCS(=O)(=O)c2ccccc21
 : 17, 0.4, -8, 3, -22, 0.4, -2.2, 6, 0
Cc1ccccc1OC(=O)n1c(=S)oc2cc(Cl)ccc21
 : 15, 2.6*, -2, -4, -16, 0.9, -1.0, 5, 1
CCOc1ccc(Br)cc1S(=O)(=O)NCc1ccc(S(N)(=O)=O)cc1
 : -5, 1.4, -4, -4, -26, 1.5, 1.9, -9, 2
COc1ccc2cc(CCNC(=O)c3ccc(Br)o3)c(=O)[nH]c2c1
 : 18, 0.2, -2, 6, 1, 1.1, 0.8, 7, 0
COCCCNC(=O)c1c[nH]c2ccc(S(=O)(=O)N3CCC4(CC3)OCCO4)cc2c1=O
 : 5, 0.096, x, -4, x, 0.8, 1.3, -3, 4
CC(C)OCC(O)Cn1c(N2CCCC2)nc2c1c(=O)[nH]c(=O)n2C (stereo not drawn)
 : -12, x, -7, -5, -1, 0.7, 0.5, -13, -3
COC(=O)c1ccccc1COn1c(=O)c(C)[n+]([O-])c2ccccc21
 : 11, -0.96, 4, 2, -9, 0.8, -2.2, 0, -20
Cc1cc(NC(=O)c2cccs2)ncc1NC(=O)c1cccc(F)c1
 : 5, -0.058, 8, 3, 1, 16, 3.3, -6, 16

# Further records:
# Sequence of screens – FXIIa inh 1536, Cl transport mod, Rad51 HR inh, thrombin 1536, KLK5 inh, zVAD death inh, TNF necrop inh, FXIa inh 1536, Hck-Nef inh
S=C(NCc1cccs1)Nc1cccc2ccccc12
 : 4, -1.1, 32, 3, -7, -2.0, -12, -3, 5
CC(NC(=O)c1ccc(S(=O)(=O)C(F)F)cc1)c1ccccc1 (stereo not drawn)
 : 3, -0.32, 10, -5, 8, 0.9, 2.6, 10, 1
CN1CCN(C(=O)c2cn(-c3ccccc3)nc2-c2cccnc2)CC1
 : 2, 1.2, -6, -12, -16, 0.1, 0.3, 1, 1
CCc1cccc2c(C=C(C#N)C#N)cn(CC(=O)N3CCCCCC3)c12
 : 9, -0.45, -6, -1, 3, -0.4, -1.6, 2, 4
Cc1ccc(S(=O)(=O)N(C)C)cc1NS(=O)(=O)c1ccc(Cl)s1
 : 12, -0.0011, 2, -2, -16, -0.5, 0.5, 5, 1
Cc1cccc(-n2c(-c3csc(C)c3C)n[nH]c2=S)c1
 : 1, 3.9, 4, -6, -20, -0.7, -1.8, 3, 8
O=C(CCCc1c[nH]c2ccccc12)N1CCN(S(=O)(=O)c2cccs2)CC1
 : 2, 0.024, -2, -15, -12, 0.0, -9.7, -14, 0
Cc1cccc(NC(=O)c2nc[nH]c2C(=O)N[C@@H](C)C(=O)OCc2ccccc2)c1
 : -1, -0.52, 5, -9, -6, 0.8, 0.8, -5, 16
Cc1ccccc1CNC(=O)c1ccccc1C
 : 12, x, -6, -4, -2, -0.1, 1.1, -4, 1
O=C(NNC(=O)c1ccc(SCC2CCCO2)c([N+](=O)[O-])c1)c1ccc(F)cc1 (stereo not drawn)
 : 15, -2.2, x, -18, 0, -0.1, -0.2, 18, 0
CSc1ccccc1NC(=O)c1cc(C(C)C)on1
 : 7, x, -5, 0, 0, 0.8, 0.0, -4, -1
O=C(c1ccoc1)N1CCC2(CC1)Oc1ccc(Cl)cc1C(=O)C21CC(c2ccccc2)=NO1 (stereo not drawn)
 : 9, 0.71, 1, 4, 0, -0.6, 0.2, 7, 19
COc1ccc(OC)c(/C=N/NC(=O)CCc2n[nH]c(=O)[nH]c2=O)c1
 : 8, -0.18, -4, -6, -3, 1.5, 0.4, 2, 26
CC(C)(C)S(=O)(=O)c1cnc2c(S(=O)(=O)c3ccccc3)cnn2c1N
 : 2, 0.2, 3, -2, -3, 2.0, -0.6, -6, -16
CC(C)N1CC=C2C(C#N)=C(N)C(C#N)(C#N)C(c3ccccc3)C2C1 (stereo not drawn)
 : 11, -0.12, -92, 2, -11, -0.3, -2.9, 4, 16
Cc1nn2c(-c3ccccn3)ccnc2c1Br
 : 0, 0.49, -7, -5, -5, 2.0, 0.5, -6, 21
COc1cc2c(cc1NC(=O)COC(=O)Cn1cnc3ccccc31)oc1ccccc12
 : 4, x, x, -13, -17, 11, -3.1, 1, 4
O=C(c1cc(F)ccc1F)C1CCCN(C(=O)c2cccs2)C1 (stereo not drawn)
 : 0, -0.46, x, -7, x, 0.2, 2.4, -5, -3
CCN(CC)S(=O)(=O)c1ccc(N2CCCC2)c(NC(=O)c2ccc(OC)cc2OC)c1
 : 3, -0.94, 1, -4, -3, -1.1, -0.9, -1, 24
COc1ccc2nc(NC3=NC(C(=O)Nc4ccc(C)cc4)CC(=O)N3)nc(C)c2c1 (stereo not drawn)
 : -9, -1.4, 4, -8, -1, -0.4, 0.3, -14, 3

# A different layout for some results above.
SMILES,FXIIa inh 1536,Cl transport mod,Rad51 HR inh,thrombin 1536,KLK5 inh,zVAD death inh,TNF necrop inh,FXIa inh 1536,Hck-Nef inh
S=C(NCc1cccs1)Nc1cccc2ccccc12,4,-1.1,32,3,-7,-2.0,-12,-3,5
CC(NC(=O)c1ccc(S(=O)(=O)C(F)F)cc1)c1ccccc1 (stereo not drawn),3,-0.32,10,-5,8,0.9,2.6,10,1
CN1CCN(C(=O)c2cn(-c3ccccc3)nc2-c2cccnc2)CC1,2,1.2,-6,-12,-16,0.1,0.3,1,1
CCc1cccc2c(C=C(C#N)C#N)cn(CC(=O)N3CCCCCC3)c12,9,-0.45,-6,-1,3,-0.4,-1.6,2,4
Cc1ccc(S(=O)(=O)N(C)C)cc1NS(=O)(=O)c1ccc(Cl)s1,12,-0.0011,2,-2,-16,-0.5,0.5,5,1
Cc1cccc(-n2c(-c3csc(C)c3C)n[nH]c2=S)c1,1,3.9,4,-6,-20,-0.7,-1.8,3,8
O=C(CCCc1c[nH]c2ccccc12)N1CCN(S(=O)(=O)c2cccs2)CC1,2,0.024,-2,-15,-12,0.0,-9.7,-14,0
Cc1cccc(NC(=O)c2nc[nH]c2C(=O)N[C@@H](C)C(=O)OCc2ccccc2)c1,-1,-0.52,5,-9,-6,0.8,0.8,-5,16
Cc1ccccc1CNC(=O)c1ccccc1C,12,x,-6,-4,-2,-0.1,1.1,-4,1

# Carrying on:
# Sequence of screens – FXIIa inh 1536, Cl transport mod, Rad51 HR inh, thrombin 1536, KLK5 inh, zVAD death inh, TNF necrop inh, FXIa inh 1536, Hck-Nef inh
CCc1c(C)nc2ncnn2c1N1CCCC(C(=O)NCc2ccc3c(c2)OCO3)C1 (stereo not drawn)
 : 20, -0.44, -8, -2, -4, 0.0, 1.7, 17, -1
CCC(=O)Nc1ccc(NC(=O)CSc2nc3cc4c(cc3cc2C)CCC4)cc1
 : 16, x, 2, 2, -2, 0.8, 4.9, 1, 2
Cc1ccsc1C(=O)OCC(=O)N1CC(=O)Nc2ccccc21
 : 12, -1.9, -9, 5, -2, 0.4, -3.7, -4, 1
Cc1ccc(N2CCN(C(=O)Nc3cccc([N+](=O)[O-])c3)CC2C)cc1 (stereo not drawn)
 : 4, -1.5, 31, 3, -6, 1.1, -1.9, -2, -7
C=CCc1c(O)c(CC)cc2c(C)cc(=O)oc12
 : -16, -1.3, -20, -6, -14, -0.4, 0.7, -11, 106*
CC1=NOC(=O)/C1=C/c1ccc(N(C)C)cc1
 : 14, -2.4, 3, 2, 0, 0.1, -6.0, 16, -1
CC(=O)c1cc(C#N)c(NCCCN(C)C)nc1C
 : -11, -0.21, 2, -2, -25, 2.8, 0.3, -8, -3
CCn1c(=N)n(CC(O)COc2cccc(C)c2)c2ccccc21 (stereo not drawn)
 : 0, -1.3, -2, -4, -16, -0.3, 1.8, -3, 14
COc1ccc(C)cc1NC(=O)c1ccc([N+](=O)[O-])cc1[N+](=O)[O-]
 : 6, 0.36, 3, -7, 2, 5.2, -0.3, 0, 19
COc1cc(NC(=O)c2csc(N)n2)cc(C(=O)Nc2cccc(C(F)(F)F)c2)c1
 : 0, -0.18, -8, -8, -5, 2.0, -13, -4, 21
COCCCNC(=O)COc1ccc(S(=O)(=O)NCc2ccccc2)cc1Cl
 : 5, x, 21, -5, -6, -0.5, 0.3, -7, -3
C/C(=N\NC(N)=O)c1c(F)cccc1F
 : 3, -0.22, -2, 1, -4, 0.5, 1.1, -5, 2
CC(C)c1cc(C(=O)Nc2cccnc2)no1
 : 21, 2.4, 0, 14, 45*, -0.6, -2.6, 6, 4
Cc1cc(C)nc(SCc2ccc(C(=O)N/N=C3\CCCC(=O)C3)cc2)n1
 : -3, -0.24, 1, x, -5, 3.7, -0.4, 1, 15
Cc1cccc(Cn2c(=O)c3c(nc4n3CCN4Cc3ccco3)n(C)c2=O)c1
 : 0, -0.83, 2, 1, -19, 2.5, 1.2, 3, 1

# The list is partial; the hit share may differ from the screen's.
